CAL PDZ FP-1: blocks peptide binding to the human CAL PDZ domain | inhibition, % at 24.9 µM | 300,000 compounds, 0.92% hits | AID 602252 | purified CAL PDZ, TMR-peptide fluorescence polarization, 1 h;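 active means mean inhibition of at least 30% with at least half of replicates also reaching 30%; inconclusive means no clear call, values can overlap the other calls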;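 further: 0% = DMSO neutral control and 100% = excess unlabeled competitor peptide PRC23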
dFosB act: enhances mouse delta FosB homodimer DNA binding; purified delta FosB, TAMRA-CDK5 oligo fluorescence polarization; percent of positive-control signal above neutral wells; 340,000 compounds, 0.99% hits; activation, % at 25 µM;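 active means mean activation above about 17%, with every replicate also reaching it, limit read from the data, passing the limit was not always enough; inconclusive means only one of the two conditions met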;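 further: fluorescence polarization rise as delta FosB binds a TAMRA Cdk5 AP-1 oligo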
Target sequence (P13346 whole entry, looked up): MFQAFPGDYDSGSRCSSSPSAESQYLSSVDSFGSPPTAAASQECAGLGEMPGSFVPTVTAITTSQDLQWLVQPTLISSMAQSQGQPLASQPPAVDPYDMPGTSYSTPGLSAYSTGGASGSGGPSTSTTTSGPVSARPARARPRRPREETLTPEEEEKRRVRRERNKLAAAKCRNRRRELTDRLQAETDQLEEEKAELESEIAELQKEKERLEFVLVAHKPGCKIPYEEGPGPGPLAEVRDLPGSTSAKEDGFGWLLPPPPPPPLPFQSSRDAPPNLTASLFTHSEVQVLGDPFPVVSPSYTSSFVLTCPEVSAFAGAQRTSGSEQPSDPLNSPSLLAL
MITF TRPM1 HTS: activators of MITF-driven TRPM1 promoter activity in SK-MEL-5 cells; SK-MEL-5 TRPM1-promoter luciferase, 24 h; % of positive control, neutral wells = 0; AID 588334; activation, % at 12.5 µM; 300,000 compounds, 0.75% hits;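 active means mean activation of at least 80% with every replicate also reaching 80%; inconclusive means mean reaches 80% but some replicate falls short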;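 further: 0% = neutral control wells and 100% = parthenolide positive control wells; values of inactives mirror those of a sister screen read the other way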
Rtt109 Vps75: inhibitors of Candida albicans Rtt109/Vps75 histone acetyltransferase | purified Rtt109/Vps75, ThioGlo CoA-SH fluorescence, 4 h | inhibition, % at 34.9 µM | Q5AAJ8 | AID 540336 | 330,000 compounds, 0.16% hits;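 active means inhibition of at least 50% in every replicate; inconclusive means best replicate reaches 50% inhibition but some replicates fall short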
Target sequence (Q5AAJ8 whole entry, looked up): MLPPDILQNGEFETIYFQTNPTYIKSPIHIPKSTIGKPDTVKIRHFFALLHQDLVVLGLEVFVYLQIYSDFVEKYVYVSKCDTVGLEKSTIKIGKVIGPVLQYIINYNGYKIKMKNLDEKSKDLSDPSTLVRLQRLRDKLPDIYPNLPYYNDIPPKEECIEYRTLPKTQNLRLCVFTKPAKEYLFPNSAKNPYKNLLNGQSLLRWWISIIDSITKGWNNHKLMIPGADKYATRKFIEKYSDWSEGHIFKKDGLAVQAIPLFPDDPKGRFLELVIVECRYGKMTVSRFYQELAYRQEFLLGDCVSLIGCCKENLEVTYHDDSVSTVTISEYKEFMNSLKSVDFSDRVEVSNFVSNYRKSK
CAL PDZ FP-2: inhibitors of human CAL PDZ peptide binding; 330,000 compounds, 0.02% hits; AID 504414; purified CAL PDZ, TMR-peptide fluorescence polarization, 1 h; inhibition, % at 20 µM; Q9HD26;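 active means highest replicate inhibition of at least 40%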;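 further: plate controls were DMSO neutral control wells for no effect and unlabeled competitor peptide control wells for full effect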
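Material: tagged CAL PDZ protein CerCALP, purified; buffer or medium: sodium phosphate/NaCl buffer pH 7.4 with TCEP, IgG, Thesit; also added: fluorescent TMR peptide probe; schedule: 1 h incubation at room temperature before polarization reading; technique: fluorescence polarization from S- and P-plane intensities, G-factor corrected; control set: unlabelled peptide and DMSO controls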
SR-BI DiI-HDL act: SR-BI HDL lipid transfer activation; CHO ldlA[mSR-BI] cells, DiI-HDL uptake fluorescence, 3 h; 100 = double the neutral-control signal; activation, % at 12.5 µM; 320,000 compounds, 0.096% hits; AID 504775;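 active means mean replicate activation of at least 60% and every replicate at or above 60%; inconclusive means mean or all-replicate condition met, but not both; inactive means mean below 60% and not all replicates reaching 60%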;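 further: 0% = median plate neutral-control signal and 100% = twice that signal; values of inactives mirror those of a sister screen read the other way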
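Material – SR-BI-overexpressing, LDLR-lacking CHO cells · Medium – BSA-supplemented, HEPES-buffered Ham's F12, pH 7.4 · Doses – single concentration · Times – compound with DiI-HDL co-incubation, 3 h at 37 °C · Measured by – bottom-read fluorescence, 550/595 nm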
NSD2 HMT inh: blocks human histone methyltransferase NSD2; NSD2 peptide methylation, AlphaScreen, 120 min; AID 743445; inhibition, % at 12.5 µM; 310,000 compounds, 0.54% hits; O96028; in the data active means inhibition above about 50%
PvdQ inh: blocks Pseudomonas aeruginosa PvdQ acylase activity. inhibition, % at 10 µM. AID 488965. 340,000 compounds, 0.063% hits. purified PvdQ acylase, fluorescence plate reader; in the data active means inhibition above about 30%, passing the limit was not always enough; inconclusive means no clear call, values can overlap the other calls;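 further: 0% = vehicle neutral wells and 100% = reference inhibitor wells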
PfHsp90 yeast 2: growth inhibition of yeast expressing Plasmodium Hsp90; AID 504621; S. cerevisiae expressing PfHsp90, BacTiter-Glo ATP, 48 h; yeast lacking PDR1 and PDR3 efflux regulators; inhibition, % at 9.4 µM; 310,000 compounds, 0.32% hits;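 active means every replicate shows inhibition above about 80%, whatever the replicate mean, limit read from the data; inconclusive means mean inhibition reaches the set limit but some replicate falls short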;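 further: 0% = DMSO neutral controls and 100% = 20 µM radicicol positive controls; yeast relying on Plasmodium falciparum Hsp90 in place of its own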
SR-BI DiI inh: inhibitors of mouse SR-BI mediated HDL lipid uptake. 320,000 compounds, 0.96% hits. Q61009. inhibition, % at 12.5 µM. ldlA[mSR-BI] CHO cells, DiI-HDL uptake fluorescence, 3 h;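 active means mean replicate inhibition of at least 70% and a set share of replicates each scoring 70 or more; inconclusive means meets just one of the two criteria; inactive means fails both criteria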;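 further: 0% = median of neutral control wells and 100% = median of positive control wells; values of inactives mirror those of a sister screen read the other way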
* hit, by the source's call; ? = inconclusive; · = no result given. The order is random; about 4.3% have a hit in one of these screens.

SMILES	CAL PDZ FP-1	dFosB act	MITF TRPM1 HTS	Rtt109 Vps75	CAL PDZ FP-2	SR-BI DiI-HDL act	NSD2 HMT inh	PvdQ inh	PfHsp90 yeast 2	SR-BI DiI inh
CC(=O)Nc1ccccc1NC(=O)C/C(C)=N/NC(=O)c1ccccn1	-2	-3	-2	6	-2.4	-2	·	-10	-15	2
COc1ccc(N2CC(C(=O)O)CC2=O)cc1 (configuration not stated)	-2	-8	-2	-4	-1.3	-3	0	-2	-3	3
O=c1[nH]c(-c2ccc3c(c2)OCO3)nc2c1sc(=S)n2-c1ccccc1	-2	-6	-5	-9	·	-2	3	-14	5	2
Cc1cc(-n2cnc(-c3cn[nH]c3C)n2)no1	·	-1	·	-2	0.2	14	-6	-3	-4	-14
Cc1cc(=O)n(C(NC(=O)c2ccccc2)C(=O)c2ccccc2)cn1 (configuration not stated)	5	-4	-9	-1	-0.6	10	-1	21	2	-10
O=C(Nc1ccccc1C(F)(F)F)c1cc(S(=O)(=O)N2CCOCC2)ccc1F	0	-12	12	-1	·	5	-1	-6	12	-5
CCOC(=O)c1cc(-c2ccccc2)sc1NC(=O)C(C)OC(=O)c1cccc(S(=O)(=O)N(C)C)c1 (configuration not stated)	-3	10	-2	9	-0.3	-50	0	-15	13	50
Cc1ccc(C)c(S(=O)(=O)NCCOc2nc(NC(C)C)nc(NC(C)C)n2)c1	-4	-5	-2	6	-1.1	1	1	-6	·	-1
O=C(Nc1ccc(F)cc1)Nc1ccc(Cl)cn1	·	42*	?	-6	-2.3	-12	-2	-13	8	12
Cc1cc(-c2ccc(C(C)C)c(S(=O)(=O)N3CCN(c4ccccc4)CC3)c2)on1	9	-1	-37	-6	-1.9	-31	0	-16	0	31
CCOc1ccccc1N1CCN(Cc2cnc(-c3ccccc3)[nH]2)CC1	·	-10	1	10	-0.2	16	-1	6	7	-16
Cc1ccc(C(=O)N/C(=C\c2ccc(Cl)cc2)C(=O)NCCCN2CCOCC2)cc1	0	-7	4	-13	-0.8	1	-4	6	13	-1
CC1CCN(c2cc(=O)n(C3CCCCC3)c(=O)[nH]2)CC1	0	-3	27	-18	1.1	11	·	0	-10	-11
CCOc1ccc(NC(=O)COc2ccc3c(c2)OCO3)cc1	·	1	9	2	-0.2	·	1	2	3	·
CCN(CC)c1ccc2cc(C(=O)O)c(=O)oc2c1	-4	-8	·	8	-0.2	-2	4	5	-5	2
C=CCN1C(=O)c2ccc(C(=O)NCCc3ccc(OC)c(OC)c3)cc2C1=O	6	-5	-10	2	1.0	-21	5	3	6	21
N/C(Cc1ccc(Cl)c(Cl)c1)=N\OC(=O)c1cccs1	-1	6	8	22	-1.9	12	-1	5	104*	-12
O=C(NC1CCCCC1)c1c2c(nc3ccccc13)CCC2	·	-6	-1	5	-1.5	-1	6	4	-2	1
CCCOC(=O)CC1C(=O)NCCN1Cc1ccccc1C (configuration not stated)	·	-3	-4	-10	-0.4	26	·	-16	-23	-26
Cc1c(Cl)cccc1NC(=S)N1CCN(c2ccccn2)CC1	-3	10	5	16	-1.8	6	-3	-2	-1	-6
CCc1ccc(N=C2NC(=O)/C(=C/c3cc(OC)c(O)c(OC)c3)S2)cc1	5	-14	·	6	0.7	-33	-1	4	6	33
Cc1ccc(S(=O)(=O)/N=C(/NC(=S)Nc2cccc(C)c2)c2ccccc2)cc1	3	-7	-1	11	-2.3	-7	2	1	-8	7
O=C(Cn1nc(Cl)nc1Cl)c1ccc([N+](=O)[O-])cc1	1	2	-9	-27	0.7	-7	0	-9	-5	7
CSC1CCCCC1(O)CSc1nc2c(cc1C#N)CCCC2 (configuration not stated)	-3	-8	18	2	-1.0	-64	-3	-16	-17	64
C=CCn1c(=S)[nH]c2ccccc2c1=O	1	2	-7	11	-0.2	3	-2	-15	-2	-3
CCCCC(CCC(=O)O)(C(=O)OCC)c1csc(Nc2ccccc2)n1 (configuration not stated)	-2	-15	6	3	-2.7	13	-2	-10	-19	-13
Cc1csc(SC(C)C(=O)Nc2ccc(F)cc2Cl)n1 (configuration not stated)	-7	1	0	-7	0.8	-18	-1	-20	·	18
O=C(O)C1CCCCC1C(=O)Nc1ccc2c(c1)CCC2 (configuration not stated)	-2	2	12	0	-0.3	15	12	5	7	-15
CCCN(CCC)S(=O)(=O)c1ccc(C(=O)Nc2ccc(OCC(=O)N3CCOCC3)cc2)cc1	-3	-9	·	·	-3.0	-12	-1	-3	·	12
Cc1ccc(C2CCN(C(=S)Nc3cccc(Cl)c3)C2)cc1 (configuration not stated)	7	-13	4	7	-0.3	·	-2	-8	4	·

Next part; the last 2 above are carried over.
SMILES	CAL PDZ FP-1	dFosB act	MITF TRPM1 HTS	Rtt109 Vps75	CAL PDZ FP-2	SR-BI DiI-HDL act	NSD2 HMT inh	PvdQ inh	PfHsp90 yeast 2	SR-BI DiI inh
CCCN(CCC)S(=O)(=O)c1ccc(C(=O)Nc2ccc(OCC(=O)N3CCOCC3)cc2)cc1	-3	-9	·	·	-3.0	-12	-1	-3	·	12
Cc1ccc(C2CCN(C(=S)Nc3cccc(Cl)c3)C2)cc1 (configuration not stated)	7	-13	4	7	-0.3	·	-2	-8	4	·
COc1ccc(OCCOc2ccc(C)nc2[N+](=O)[O-])cc1	-1	1	33	6	-2.7	-8	-1	-8	13	8
CCN(CC(O)COCc1ccc(Cl)cc1)C1CCCCC1 (configuration not stated)	·	-4	16	0	-0.8	1	0	2	-1	-1
O=C(NNC(=O)C1C2CCC(C2)C1C(=O)O)c1ccc(Cl)cc1 (configuration not stated)	5	2	19	0	·	18	-2	22	-6	-18
COc1ccccc1CCNC(=O)C1CCC(=O)N(Cc2cccc(F)c2)C1 (configuration not stated)	-1	1	36	4	-0.9	-14	4	-24	4	14
CSc1ccc(CN2CCSCC2)cc1	·	-4	-8	1	0.8	16	10	-17	-7	-16
CNC(=O)c1sccc1S(=O)(=O)Cc1c(Cl)cccc1Cl	-4	-1	-3	2	0.1	14	-1	-11	-6	-14
CCN(c1ccccc1)S(=O)(=O)c1ccc(Cl)c(C(=O)NC2CCN(Cc3ccccc3)CC2)c1	0	-6	2	18	-2.3	-2	-1	-11	-14	2
COc1ccccc1CNC(=O)CCNC(=O)c1ccco1	-4	-6	0	18	1.1	-4	-1	13	·	4
O=C(Nc1cccc(-n2cnnn2)c1)c1ccccc1Br	-4	-5	7	-27	-2.7	-33	0	-8	-30	33
COC(=O)c1cc(C#N)c(N2CCOCC2)nc1C	1	-4	-3	-5	0.4	17	2	4	-28	-17
Cc1c(-c2nnc(-c3ccc(C(F)(F)F)cc3)o2)cnn1-c1ccccc1	-1	5	54	5	-0.5	20	-1	-2	19	-20
O=[N+]([O-])c1ccccc1C=NNC(=S)NN=Cc1ccccc1[N+](=O)[O-]	·	-5	12	-18	-0.1	-43	-2	-14	·	43
Cc1ccc(C(=O)C(C)OC(=O)C2=COCCO2)cc1C (configuration not stated)	-2	0	-5	-4	-0.4	-6	-1	10	8	6
CC(C)(C)C(=O)NC(=S)N1CCc2ccccc21	-2	2	-17	6	-0.9	·	-1	4	16	·
Cc1nn(-c2ccccc2)c2c1C(O)n1c(nc3ccccc31)S2 (configuration not stated)	-3	-6	-12	13	-4.1	-50	1	-8	0	50
Cc1ccc(NC(=O)COc2cccc3ccc(C)nc23)c(Br)c1	-2	-6	13	-3	-0.5	8	-1	6	·	-8
N/C(=N\OC(=O)Cc1ccc(Cl)cc1)c1ccccn1	-4	0	78	12	-1.4	6	-3	-9	-3	-6
COc1cc(C(F)(F)F)ccc1C(=O)NCCc1ccco1	-2	-5	107*	-5	0.1	-10	-1	-4	-1	10
Cc1cccc(C(=O)Nc2cccc(Br)c2)c1[N+](=O)[O-]	-3	0	-3	26	-2.8	-8	-1	-1	-19	8
COc1cc(C2C(c3ccccc3)C(c3cc(OC)cc(=O)o3)C2c2ccccc2)oc(=O)c1 (configuration not stated)	2	0	7	9	-0.1	3	·	3	-32	-3
CC(=O)Nc1ccc(S(=O)(=O)Nc2nc(C)cc(-n3nc(C)cc3C)n2)cc1	-2	-10	8	12	0.8	26	0	7	21	-26
CCOP(=O)(c1c(F)c(F)c(F)c(F)c1F)C(O)c1ccccc1 (configuration not stated)	-8	-2	-8	-6	0.3	-4	0	-12	-18	4

13 compounds already listed, ordered by SMILES length, rising.
SMILES	CAL PDZ FP-1	dFosB act	MITF TRPM1 HTS	Rtt109 Vps75	CAL PDZ FP-2	SR-BI DiI-HDL act	NSD2 HMT inh	PvdQ inh	PfHsp90 yeast 2	SR-BI DiI inh
COC(=O)c1cc(C#N)c(N2CCOCC2)nc1C	1	-4	-3	-5	0.4	17	2	4	-28	-17
COc1ccccc1CNC(=O)CCNC(=O)c1ccco1	-4	-6	0	18	1.1	-4	-1	13	·	4
O=C(Nc1cccc(-n2cnnn2)c1)c1ccccc1Br	-4	-5	7	-27	-2.7	-33	0	-8	-30	33
COc1cc(C(F)(F)F)ccc1C(=O)NCCc1ccco1	-2	-5	107*	-5	0.1	-10	-1	-4	-1	10
Cc1ccc(C(=O)C(C)OC(=O)C2=COCCO2)cc1C (configuration not stated)	-2	0	-5	-4	-0.4	-6	-1	10	8	6
Cc1ccc(NC(=O)COc2cccc3ccc(C)nc23)c(Br)c1	-2	-6	13	-3	-0.5	8	-1	6	·	-8
Cc1cccc(C(=O)Nc2cccc(Br)c2)c1[N+](=O)[O-]	-3	0	-3	26	-2.8	-8	-1	-1	-19	8
CCOP(=O)(c1c(F)c(F)c(F)c(F)c1F)C(O)c1ccccc1 (configuration not stated)	-8	-2	-8	-6	0.3	-4	0	-12	-18	4
Cc1c(-c2nnc(-c3ccc(C(F)(F)F)cc3)o2)cnn1-c1ccccc1	-1	5	54	5	-0.5	20	-1	-2	19	-20
CC(=O)Nc1ccc(S(=O)(=O)Nc2nc(C)cc(-n3nc(C)cc3C)n2)cc1	-2	-10	8	12	0.8	26	0	7	21	-26
O=[N+]([O-])c1ccccc1C=NNC(=S)NN=Cc1ccccc1[N+](=O)[O-]	·	-5	12	-18	-0.1	-43	-2	-14	·	43
COc1cc(C2C(c3ccccc3)C(c3cc(OC)cc(=O)o3)C2c2ccccc2)oc(=O)c1 (configuration not stated)	2	0	7	9	-0.1	3	·	3	-32	-3
CCN(c1ccccc1)S(=O)(=O)c1ccc(Cl)c(C(=O)NC2CCN(Cc3ccccc3)CC2)c1	0	-6	2	18	-2.3	-2	-1	-11	-14	2

Assay outcomes: PubChem BioAssay, Broad Institute
